Screening results from PubChem.
Pf Dd2 growth: inhibitors of Plasmodium falciparum Dd2 growth; P. falciparum Dd2 growth, SYBR Green, 72 h; stronger effect = lower value; activity change, % at 10 µM; 2.3% of 94,000 active; AID 1159554; in the data active means activity change below about -80%
C diff growth: inhibitors of Clostridium difficile growth; Clostridium difficile clinical isolate growth, OD600, 24 h; stronger effect = lower value; growth activity, negative = inhibition, % at 16 µg/mL (by protocol); 0.25% of 86,000 active;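 active means mean growth activity at or below -80% and every replicate also at or below -80%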;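 further: 0% = DMSO wells and -100% = levofloxacin 16 µg/mL wells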
Tcruzi prolif: blocks T. cruzi growth in NIH3T3 culture. inhibition, % at 8.34 µM. T. cruzi beta-gal in NIH3T3, GalScreen luminescence, 90 h. 5.9% of 77,000 active. AID 624255;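 active means mean inhibition above about 93%, with at least 55% of replicates each passing it, limit read from the data, passing the limit was not always enough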
KDM4C inh: inhibitors of human demethylase GASC-1 KDM4C; Q9H3R0; GST-KDM4C 2-372, H3K9me3 peptide, LANCE TR-FRET; inhibition, % at 12.5 µM; 0.15% of 96,000 active; AID 720574;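 active means mean replicate inhibition above about 25%, with at least 55% of replicates also reaching it, limit read from the data, passing the limit was not always enough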
Target sequence (Q9H3R0 2-372 limits assumed): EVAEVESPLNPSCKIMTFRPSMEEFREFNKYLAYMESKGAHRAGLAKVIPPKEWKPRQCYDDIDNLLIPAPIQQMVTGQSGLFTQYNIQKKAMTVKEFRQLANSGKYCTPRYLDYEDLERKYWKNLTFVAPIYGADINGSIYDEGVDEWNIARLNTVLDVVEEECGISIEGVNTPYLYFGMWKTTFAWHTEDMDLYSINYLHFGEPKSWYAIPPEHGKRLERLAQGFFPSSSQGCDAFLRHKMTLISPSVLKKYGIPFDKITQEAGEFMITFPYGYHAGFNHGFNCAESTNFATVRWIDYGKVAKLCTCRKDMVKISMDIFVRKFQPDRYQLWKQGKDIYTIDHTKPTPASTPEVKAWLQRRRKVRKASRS
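System: N-terminal GST-fused human GASC-1 (KDM4C) fragment, residues 2-372 / Amount: 10 nM GST-KDM4C in enzyme reaction / Also added: H3K9me3 peptide with Fe(II)/2OG / Times: 30 min demethylation and 1 h detection at room temperature / Signal: LANCE TR-FRET / Read-out basis: Fall in 671/618 emission ratio as inhibition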
* marks the source's active call; other numbers are inactive results; · = not tested or not shown; & = joins results of further samples; ! = not confirmed by another sample. Rows are unselected. About 6.7% of those tested had a hit in this group.

SMILES	Pf Dd2 growth	C diff growth	Tcruzi prolif	KDM4C inh
O=C(C[C@H]1CC[C@H]2[C@@H](COC[C@@H](O)CN2Cc2ccccc2F)O1)NCc1ccccc1F	-2.1	3.8	-2.1	1.4
CCC(=O)N(C)C[C@@H]1Oc2cc(-c3cccc(C#N)c3)ccc2S(=O)(=O)N([C@H](C)CO)C[C@@H]1C	-5.7	4.8	20.2	0.4
CCCNC(=O)N(C)C[C@H]1Oc2cc(C#CCC(C)C)ccc2S(=O)(=O)N([C@H](C)CO)C[C@H]1C	-13.6	-5.3	78.0	0.0
C[C@@H]1CN([C@@H](C)CO)C(=O)c2cc(NS(=O)(=O)c3ccc(F)cc3)ccc2O[C@@H]1CN(C)Cc1ccc(-c2ccccc2)cc1	-4.2	27.9	92.0	0.4
CC(=O)Nc1ccc2c(c1)C(=O)N(C)[C@@H]1CC[C@H](CC(=O)NCC3CCCCC3)O[C@H]1CO2	10.9	4.8	10.0	2.3
N#Cc1cccc(-c2ccc([C@@H]3[C@@H](CO)N4CCCCN(Cc5ccccc5F)C[C@@H]34)cc2)c1	-39.6	7.1	65.5	-0.6
C[C@H](CO)N1C[C@H](C)[C@@H](CN(C)C(=O)Nc2cccc(F)c2)Oc2cc(/C=C/c3ccccc3)ccc2S1(=O)=O	-58.0	7.7	121.5*	-0.3
C[C@@H]1CN([C@H](C)CO)C(=O)c2cc(NS(C)(=O)=O)ccc2O[C@H]1CN(C)C	17.9	3.0	·	1.4
O=C(C1CCC1)N1C[C@@H]2N[C@H](C1)C2c1ccc(-c2cncnc2)cc1 (stereo partly specified)	1.8	-8.9	·	0.9
C[C@H](CO)N1C[C@H](C)[C@H](CN(C)S(=O)(=O)c2cccc(F)c2)OCc2ccccc2-c2c(n(C)c3ccccc23)C1=O	-90.9*	-0.6	·	·
O=C(Nc1ccc2c(c1)[C@@H]1C[C@@H](CC(=O)N3CCOCC3)O[C@H](CO)[C@@H]1O2)c1cccnc1	11.6	-2.3	-64.8	-1.4
C[C@@H]1CCCCO[C@@H](CN(C)S(=O)(=O)c2cn(C)cn2)[C@H](C)CN([C@@H](C)CO)C(=O)c2cc(NC(=O)Nc3ccc(F)cc3)ccc2O1	-51.2	·	-8.1	0.0
CCCNC(=O)C[C@@H]1CC[C@H]2[C@H](COc3ccc(NC(=O)Nc4ccccc4F)cc3C(=O)N2C)O1	0.4	4.7	20.5	-1.2
O=C(C[C@@H]1C[C@H]2c3cc(NC(=O)CC4CC4)ccc3O[C@H]2[C@@H](CO)O1)NCC(F)(F)F	22.7	1.0	14.4	-2.0
COCC(=O)N1CC(=O)N2[C@H](C1)[C@@H](c1ccc(C#CCc3ccccc3)cc1)[C@@H]2CO	-37.9	35.9	·	3.2
CCCNC(=O)N1[C@@H]2CNC[C@H]1C2c1ccc(-c2ccc(C)cc2)cc1 (stereo partly specified)	15.6&12.0	-4.5&-3.9	·	-0.1
CCNC(=O)[C@@H]1[C@@H](CO)[C@@H]2Cn3c(ccc(-c4ccccc4)c3=O)[C@@H]2N1CC1CC1	2.3	-7.0	49.9	6.1
CN(C)CC(=O)N1CCCCN2[C@@H](CO)[C@@H](c3ccc(/C=C/c4ccccc4)cc3)[C@@H]2C1	-77.7	39.3	102.3*	-0.4
CC(=O)N(C)C[C@H]1Oc2cc(C#CC3CCCC3)ccc2S(=O)(=O)N([C@H](C)CO)C[C@@H]1C	-36.5	-3.3	65.5	1.5
C[C@H](CO)N1C[C@H](C)[C@@H](CN(C)C)Oc2c(NC(=O)Nc3ccc4c(c3)OCO4)cccc2C1=O	5.2	-4.5	·	3.3
O=C(C[C@@H]1C=C[C@@H](NS(=O)(=O)c2ccccc2)[C@H](CO)O1)NCc1ccc(Cl)c(Cl)c1	-11.8	·	42.4	-2.6
COc1ccc(NC(=O)Nc2ccc3c(c2)C(=O)N([C@H](C)CO)C[C@H](C)[C@@H](CN(C)Cc2ccc(-c4ccccc4)cc2)O3)cc1	1.6	·	36.2	0.9
COc1ccc(NC(=O)N(C)C[C@H]2Oc3ccc(NC(=O)NC(C)C)cc3CC(=O)N([C@@H](C)CO)C[C@@H]2C)cc1	-1.4	-4.0	23.9	0.0
C[C@H](CO)N1C[C@H](C)[C@@H](CN(C)C(=O)Nc2cccc3ccccc23)OCCCC[C@H](C)Oc2ccc(NC(=O)Nc3ccc4c(c3)OCO4)cc2C1=O	-53.7	-16.5	-21.4	-0.4
COc1ccccc1CN1[C@H](CO)[C@@H](c2ccccc2)C12CN(C(=O)c1cnccn1)C2	-44.7	5.5	·	4.1

Exported with bars between the fields: 8 of the compounds above
SMILES | Pf Dd2 growth | C diff growth | Tcruzi prolif | KDM4C inh
CN(C)CC(=O)N1CCCCN2[C@@H](CO)[C@@H](c3ccc(/C=C/c4ccccc4)cc3)[C@@H]2C1 | -77.7 | 39.3 | 102.3* | -0.4
CC(=O)N(C)C[C@H]1Oc2cc(C#CC3CCCC3)ccc2S(=O)(=O)N([C@H](C)CO)C[C@@H]1C | -36.5 | -3.3 | 65.5 | 1.5
C[C@H](CO)N1C[C@H](C)[C@@H](CN(C)C)Oc2c(NC(=O)Nc3ccc4c(c3)OCO4)cccc2C1=O | 5.2 | -4.5 | · | 3.3
O=C(C[C@@H]1C=C[C@@H](NS(=O)(=O)c2ccccc2)[C@H](CO)O1)NCc1ccc(Cl)c(Cl)c1 | -11.8 | · | 42.4 | -2.6
COc1ccc(NC(=O)Nc2ccc3c(c2)C(=O)N([C@H](C)CO)C[C@H](C)[C@@H](CN(C)Cc2ccc(-c4ccccc4)cc2)O3)cc1 | 1.6 | · | 36.2 | 0.9
COc1ccc(NC(=O)N(C)C[C@H]2Oc3ccc(NC(=O)NC(C)C)cc3CC(=O)N([C@@H](C)CO)C[C@@H]2C)cc1 | -1.4 | -4.0 | 23.9 | 0.0
C[C@H](CO)N1C[C@H](C)[C@@H](CN(C)C(=O)Nc2cccc3ccccc23)OCCCC[C@H](C)Oc2ccc(NC(=O)Nc3ccc4c(c3)OCO4)cc2C1=O | -53.7 | -16.5 | -21.4 | -0.4
COc1ccccc1CN1[C@H](CO)[C@@H](c2ccccc2)C12CN(C(=O)c1cnccn1)C2 | -44.7 | 5.5 | · | 4.1

(cont.)
SMILES	Pf Dd2 growth	C diff growth	Tcruzi prolif	KDM4C inh
COc1ccc(S(=O)(=O)Nc2cccc3c2O[C@@H](CN(C)C(=O)Nc2ccccc2)[C@@H](C)CN([C@@H](C)CO)C3=O)cc1	6.9	0.5	2.9	-0.3
C[C@@H]1CN([C@H](C)CO)C(=O)c2cccc(NS(=O)(=O)c3cccs3)c2O[C@H]1CN(C)S(=O)(=O)c1cn(C)cn1	-12.3	·	-24.2	2.4
CCCN1C[C@H](C)[C@H](OC)CN(C)C(=O)c2ccc(NC(=O)CC)cc2OC[C@H]1C	·	·	31.2	0.7
COc1ccccc1NC(=O)N1C[C@@H](O)COC[C@H]2O[C@H](CC(=O)N3CCC(Cc4ccccc4)CC3)CC[C@@H]21	-16.1	58.7&32.1	16.8	-2.3
C/C=C/c1ccc(C2[C@@H]3CN(Cc4ccc5c(c4)OCO5)C[C@H]2N3)cc1 (stereo partly specified)	-94.1*!	2.0&51.9	·	0.6&-1.0
COCC(=O)Nc1ccc2c(c1)C(=O)N(C)C[C@@H](OC)[C@H](C)CN(Cc1ccncc1)[C@H](C)CO2	17.3	·	-42.9	0.0
C[C@H]1CN([C@@H](C)CO)S(=O)(=O)c2ccc(C#Cc3ccccc3F)cc2O[C@H]1CN(C)CC1CC1	-63.6	12.3	100.0	-2.8
O=C(C1CC1)N1CCCCN2[C@@H](CO)[C@@H](c3ccc(C#CC4CC4)cc3)[C@@H]2C1	12.9	-14.8	50.0	·
C[C@H]1CCCCO[C@@H](CN(C)C(=O)CCC(F)(F)F)[C@@H](C)CN([C@@H](C)CO)C(=O)c2cc(NS(C)(=O)=O)ccc2O1	2.7	0.7	23.0	0.5
C[C@H]1CN([C@@H](C)CO)C(=O)c2ccccc2-c2ccccc2CO[C@H]1CN(C)S(=O)(=O)c1cccc(F)c1	-16.2	0.7	14.8	-0.1
CNC(=O)C[C@H]1CC[C@H]2[C@@H](COc3ccc(NC(=O)c4ccno4)cc3C(=O)N2C)O1	-14.0	-0.2	23.3	-2.2
COc1ccc(NC(=O)Nc2ccc3c(c2)CC(=O)N([C@@H](C)CO)C[C@@H](C)[C@H](CN(C)C(=O)NC(C)C)O3)cc1	-3.5	-2.0	-55.1	5.1
C[C@@H]1CCCCO[C@H](CN(C)CC2CC2)[C@H](C)CN([C@H](C)CO)C(=O)c2cc(NS(=O)(=O)c3ccccc3)ccc2O1	-34.5	-5.6	·	0.4
CN(C)C(=O)C[C@H]1CC[C@@H]2[C@H](COc3ccc(NC(=O)C4CC4)cc3C(=O)N2C)O1	22.8	-2.5	32.3	0.1
CC(=O)Nc1ccc2c(c1)C(=O)N(C)[C@H]1CC[C@H](CC(=O)NCC3CCCCC3)O[C@@H]1CO2	4.5	2.3	76.7	-2.0
CCN(C[C@@H]1N[C@@H](CO)[C@@H]1c1ccc(-c2ccc(F)cc2)cc1)C(=O)COC	-8.8	-3.2	-2.2	-0.6
Cc1noc(C)c1S(=O)(=O)Nc1ccc2c(c1)C(=O)N([C@H](C)CO)C[C@H](C)[C@H](CN(C)C)OCCCC[C@H](C)O2	-54.6	-8.7	12.8	0.7
COc1cccc(CN2[C@@H]3CNC[C@H]2C3c2ccc(-c3ccncc3)cc2)c1 (stereo partly specified)	29.8&0.9	-6.7&-8.6	·	1.1&-2.6
C[C@H]1CN([C@@H](C)CO)C(=O)c2cc(-c3cccc(C#N)c3)cnc2O[C@@H]1CN(C)C(=O)c1ccccn1	12.4	4.0	-10.4	-4.6
Cc1ccc(S(=O)(=O)NC[C@@H]2CC[C@@H]3[C@@H](CN3Cc3cc(F)ccc3F)O2)cc1	1.9	-7.8	·	·
C[C@@H]1CCCCO[C@H](CN(C)C(=O)c2ccncc2)[C@@H](C)CN([C@H](C)CO)C(=O)c2cc(NC(=O)CCCCCC(=O)Nc3ccccc3N)ccc2O1	8.9	2.0	6.8	0.9
C[C@@H]1CN([C@H](C)CO)C(=O)Cc2cc(NC(=O)Cn3cnnn3)ccc2O[C@H]1CN(C)C(=O)Nc1ccc(C(F)(F)F)cc1	7.2	0.6	46.7	0.2
O=C(N[C@H]1CC[C@H](CCNS(=O)(=O)c2ccccc2)O[C@H]1CO)c1cccc(F)c1	17.5	0.0	2.3	2.9
O=C(Nc1ccccc1)N1CC(=O)N2[C@H](CO)[C@@H](c3ccc(C#CC4CCCCC4)cc3)[C@@H]2C1	-39.8	-11.8	·	0.2
CO[C@H]1CN(C)C(=O)c2ccc(NS(C)(=O)=O)cc2OC[C@H](C)N(C(=O)c2ccc3c(c2)OCO3)C[C@H]1C	13.2	1.6	12.0	-0.1

Additional results
SMILES	Pf Dd2 growth	C diff growth	Tcruzi prolif	KDM4C inh
C[C@H](CO)N1C[C@H](C)[C@@H](CN(C)C(=O)CCN(C)C)OCc2ccccc2-c2c(n(C)c3ccccc23)C1=O	-85.0*	4.6	71.5	-2.4
C[C@@H]1CN([C@@H](C)CO)C(=O)c2cc(C#Cc3ccccc3F)cnc2O[C@@H]1CN(C)C(=O)c1ccc2c(c1)OCO2	-48.9	-4.9	68.3	0.9
C[C@@H]1CN([C@@H](C)CO)S(=O)(=O)c2ccc(C#CCN(C)C)cc2O[C@H]1CN(C)C	16.3	3.4	88.1	6.7
O=C(CN1CCOCC1)N[C@H]1CC[C@H](CCn2cc(C3CCCC3)nn2)O[C@H]1CO	23.1	0.0	·	0.0
CN1c2ccc(C#Cc3cccnc3)cc2[C@H]2[C@H](CCN2C(=O)C2CCC2)[C@@H]1CO	-47.7	-9.3	·	·
C[C@@H]1CN([C@@H](C)CO)S(=O)(=O)c2ccc(C3=CCCCC3)cc2O[C@H]1CN(C)Cc1ccccc1F	-57.4	6.4	·	-1.0
Cc1noc(C)c1NC(=O)Nc1ccc2c(c1)C(=O)N([C@@H](C)CO)C[C@@H](C)[C@H](CN(C)S(=O)(=O)c1ccc(F)cc1)OCCCC[C@@H](C)O2	-36.1	-4.2	-47.8	-0.4
CCCNC(=O)N(C)C[C@@H]1Oc2ncc(C#CC3(O)CCCC3)cc2C(=O)N([C@@H](C)CO)C[C@@H]1C	12.4	1.2	·	-0.6
C[C@@H]1CN([C@@H](C)CO)C(=O)c2cc(NS(=O)(=O)c3ccccc3)ccc2O[C@@H](C)CCCCO[C@@H]1CN(C)Cc1ccc(C(=O)O)cc1	-52.8	-2.8	-7.5	1.0
COc1ccccc1NC(=O)N[C@H]1CC[C@@H](CCNS(=O)(=O)c2ccc(Cl)cc2)O[C@H]1CO	-1.6	4.8	-49.8	7.6
Cc1noc(C)c1NC(=O)N(C)C[C@@H]1OCCCC[C@H](C)Oc2ccc(NC(=O)Nc3ccc(C(F)(F)F)cc3)cc2C(=O)N([C@@H](C)CO)C[C@H]1C	19.7	5.9	95.9	-1.0
O=C(N[C@H]1CC[C@@H](CCNS(=O)(=O)c2ccc(F)cc2)O[C@@H]1CO)c1cccnc1	1.3	1.5	-4.5	0.1
C[C@@H]1CN([C@H](C)CO)S(=O)(=O)c2ccc(-c3ccc(F)cc3)cc2O[C@@H]1CN(C)C	-14.0	-5.6	34.2	0.3
CN1C(=O)c2cc(NC(=O)c3cccs3)ccc2OC[C@@H]2O[C@@H](CC(=O)N3CCCCC3)CC[C@H]21	-8.0	-7.9	10.9	2.6
